MITF act: increases MITF-driven TRPM1 promoter luciferase signal; SK-MEL-5 TRPM1-promoter luciferase, 24 h; % of positive control, neutral wells = 0; activation, % at 12.5 µM; 0.75% of 300,000 active; AID 588334;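 active means mean activation of at least 80% with every replicate also reaching 80%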;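 further: 0% = neutral control wells and 100% = parthenolide positive control wells; values of inactives mirror those of a sister screen read the other way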
PKA-R1A act: PKA-R1A complex activation. P00514+P68181. PKA-R1A dissociation, Cy5-IP20 fluorescence polarization; scaled: DMSO 0%, 113 µM cGMP 100%. activation, % at 11.4 µM. 0.083% of 340,000 active. AID 504707;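 active means percent activation above the mean of all tested compounds plus 3 SD, cut at about 19% in these data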;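 further: higher means more PKAc released from R1A so a rise in polarization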
Arr AP2 block: human beta-arrestin and AP2 interaction inhibition; FITC-arrestin peptide / GST-AP2 beads, flow cytometry; AP2 beta2 appendage carries R879A mutation; inhibition, % at 10 µM; 0.31% of 340,000 active;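 active means inhibition above a set limit, near 3 SD of compounds lacking own fluorescence, cut at about 54% in these data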;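 further: plate controls were DMSO wells for no effect and 5 µM unlabelled arrestin peptide for full effect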
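test system = AP2 appendage R879A on GSH beads | buffer or medium = PBS plus Tween 20 (0.05%) and BSA (0.1%) | incubation = 12 min plus 1 h, RT | detection = bead flow cytometry, FITC channel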
SR-BI DiI-HDL act: enhances SR-BI lipid uptake from DiI-HDL; CHO ldlA[mSR-BI] cells, DiI-HDL uptake fluorescence, 3 h; 100 = double the neutral-control signal; activation, % at 12.5 µM; 0.096% of 320,000 active;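 active means mean replicate activation of at least 60% and every replicate at or above 60%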;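 further: 0% = median plate neutral-control signal and 100% = twice that signal; values of inactives mirror those of a sister screen read the other way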
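Assay system: CHO ldlA[mSR-BI] cells, LDL receptor-null, SR-BI overexpressing; medium: Ham's F12 with 0.5% BSA, HEPES 25 mM, pH 7.4; also added: DiI-HDL 10 µg/mL; timing: 3 h uptake period with compound, 37 °C; signal: DiI fluorescence, bottom read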
dFosB activator: mouse delta FosB homodimer activation. P13346. purified delta FosB, TAMRA-CDK5 oligo fluorescence polarization; percent of positive-control signal above neutral wells. activation, % at 25 µM. 0.99% of 340,000 active. AID 493131;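 active means mean activation above about 17%, with every replicate also reaching it, limit read from the data, passing the limit was not always enough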;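 further: fluorescence polarization rise as delta FosB binds a TAMRA Cdk5 AP-1 oligo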
Target sequence (P13346 whole entry, looked up): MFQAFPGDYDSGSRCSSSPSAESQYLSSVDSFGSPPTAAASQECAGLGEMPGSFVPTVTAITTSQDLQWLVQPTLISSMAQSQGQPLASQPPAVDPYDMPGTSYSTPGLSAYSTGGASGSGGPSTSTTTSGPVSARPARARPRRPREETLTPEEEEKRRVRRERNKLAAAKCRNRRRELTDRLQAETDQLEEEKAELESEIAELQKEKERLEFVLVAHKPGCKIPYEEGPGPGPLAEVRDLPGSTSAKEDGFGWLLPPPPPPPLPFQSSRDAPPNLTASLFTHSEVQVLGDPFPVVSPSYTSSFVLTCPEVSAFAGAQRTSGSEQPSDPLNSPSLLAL
CDK5 inh: CDK5/p35 (human) kinase inhibition. 0.01% of 330,000 active. Q00535+Q15078. inhibition, % at 10 µM. Recombinant CDK5/p35, ADP-Glo luminescence, 60 min;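 active means highest replicate inhibition of at least 50% and at least 75% of replicates reaching 50%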;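 further: plate controls were DMSO neutral control for no effect and GW8510 at 10 µM for full effect; many of its hits are not listed in these tables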
SR-BI DiI inh: mouse SR-BI HDL lipid transfer inhibition; ldlA[mSR-BI] CHO cells, DiI-HDL uptake fluorescence, 3 h; inhibition, % at 12.5 µM; 0.96% of 320,000 active; AID 488896;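 active means mean replicate inhibition of at least 70% and a set share of replicates each scoring 70 or more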;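 further: 0% = median of neutral control wells and 100% = median of positive control wells; values of inactives mirror those of a sister screen read the other way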
Mot1-301 SUMO: inhibitors of SUMOylation pathway: yeast Mot1-301 growth rescue. S. cerevisiae Mot1-301 growth rescue, ATP luminescence, 38.5C; percent above DMSO median, 100 means doubled. growth rescue, % at 18.8 µM. 1% of 320,000 active. AID 2716;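 active means every valid replicate shows activation above 250% relative to neutral control wells; inactive means the rest, any valid replicate at or below 250%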;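 further: OY570 slx delta 5 strain wells were the positive control but not used for scaling; some compounds called inactive have numbers as strong as hits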
Pemphigus Ab inh: blocks pemphigus antibody binding to human desmoglein-3. binding (percent of control), % at 10 µM. AID 588358. DSG3-coupled beads, scFv-anti-DSG3-GFP binding, flow cytometry; active compounds read low. 0.48% of 310,000 active. P32926;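 active means binding more than 3 SD below its plate's average and above zero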;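 further: hits lower antibody fragment binding to DSG3; some compounds called inactive have numbers as strong as hits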
NSD2 HMT inh: blocks human histone methyltransferase NSD2 | O96028 | NSD2 peptide methylation, AlphaScreen, 120 min | inhibition, % at 12.5 µM | 0.54% of 310,000 active; in the data active means inhibition above about 50%
PKA-R2B act: PKA-R2B complex activation; PKA-R2B holoenzyme dissociation, Cy5-IP20 fluorescence polarization; R2B truncated from residue 108, S112A mutant; 0% DMSO only, 100% 113 µM cGMP; P22694+P31323; activation, % at 11.4 µM; 0.079% of 340,000 active;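 active means activation above a cutoff set at the mean over all compounds plus 3 SD, cut at about 18% in these data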;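 further: higher means more holoenzyme dissociation and a rise in polarization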
Target sequence (P31323 whole entry, looked up, other chains not shown, the tested form may be a part): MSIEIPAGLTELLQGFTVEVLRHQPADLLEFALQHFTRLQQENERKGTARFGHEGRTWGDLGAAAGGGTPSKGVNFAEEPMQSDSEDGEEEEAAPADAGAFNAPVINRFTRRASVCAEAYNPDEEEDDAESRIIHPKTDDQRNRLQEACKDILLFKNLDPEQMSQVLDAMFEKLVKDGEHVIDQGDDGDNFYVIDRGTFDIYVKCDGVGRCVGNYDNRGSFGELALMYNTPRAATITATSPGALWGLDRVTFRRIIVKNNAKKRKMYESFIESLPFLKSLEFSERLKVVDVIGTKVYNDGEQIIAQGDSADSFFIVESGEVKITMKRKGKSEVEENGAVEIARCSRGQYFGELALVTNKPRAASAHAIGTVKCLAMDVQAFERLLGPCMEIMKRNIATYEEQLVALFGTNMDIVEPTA
An asterisk follows results filed as active.

What do the screens show for `COC(=O)CNC(=O)Cn1cnc2sc(C)c(S(=O)(=O)N3CCN(c4ccccc4OC)CC3)c2c1=O`?
MITF act: 4; PKA-R1A act: -19; Arr AP2 block: 0; SR-BI DiI-HDL act: 16; dFosB activator: 2; CDK5 inh: -1.4; SR-BI DiI inh: -16; Mot1-301 SUMO: 3; Pemphigus Ab inh: 102; PKA-R2B act: 4

Results for O=C(Cc1coc2cc(O)ccc12)N1CCN(S(=O)(=O)c2ccc(Br)cc2)CC1 ?
MITF act: -6; PKA-R1A act: 12; Arr AP2 block: 3; SR-BI DiI-HDL act: -20; dFosB activator: -13; CDK5 inh: -0.1; SR-BI DiI inh: 20; Pemphigus Ab inh: 103; NSD2 HMT inh: 0; PKA-R2B act: -13

What do the screens show for `Cc1ccccc1-c1cnn(-c2cccc([N+](=O)[O-])c2)c1N`?
MITF act: 39; PKA-R1A act: 0; Arr AP2 block: 0; SR-BI DiI-HDL act: -55; dFosB activator: -10; CDK5 inh: -3.6; SR-BI DiI inh: 55; Mot1-301 SUMO: 9; Pemphigus Ab inh: 104; NSD2 HMT inh: -7; PKA-R2B act: -16

Results for CC1(CC(=O)N/N=C/c2ccc(-c3ccc(Cl)cc3)o2)OCCO1 ?
MITF act: 27; PKA-R1A act: 2; Arr AP2 block: 49; SR-BI DiI-HDL act: -8; dFosB activator: 10; CDK5 inh: 0.1; SR-BI DiI inh: 8; Mot1-301 SUMO: 39; Pemphigus Ab inh: 99; NSD2 HMT inh: 1; PKA-R2B act: 0

Results for O=C1NCCN1Cc1ccccc1 ?
MITF act: 3; PKA-R1A act: 4; Arr AP2 block: 24; SR-BI DiI-HDL act: 41; dFosB activator: 5; CDK5 inh: -0.7; SR-BI DiI inh: -41; Mot1-301 SUMO: -1; Pemphigus Ab inh: 99; NSD2 HMT inh: 6; PKA-R2B act: 7

What do the screens show for `Cc1cccc(-n2nc3c(c2NC(=O)c2ccc(Br)o2)CSC3)c1`?
MITF act: -2; PKA-R1A act: 1; Arr AP2 block: -9; SR-BI DiI-HDL act: -5; dFosB activator: -17; CDK5 inh: -2.1; SR-BI DiI inh: 5; Mot1-301 SUMO: 8; Pemphigus Ab inh: 92; PKA-R2B act: 2

What do the screens show for `Nc1ccc(C#Cc2ccc3oc4ccccc4c(=O)c3c2)cc1`?
MITF act: 58; PKA-R1A act: 3; Arr AP2 block: 2; SR-BI DiI-HDL act: 1; dFosB activator: -6; CDK5 inh: -1.7; SR-BI DiI inh: -1; Mot1-301 SUMO: 12; Pemphigus Ab inh: 102; PKA-R2B act: -16

What do the screens show for `CCCCSc1nnc2c(n1)[nH]c1ccccc12`?
MITF act: 65; PKA-R1A act: 2; Arr AP2 block: 7; SR-BI DiI-HDL act: -6; dFosB activator: -11; CDK5 inh: -2.3; SR-BI DiI inh: 6; Mot1-301 SUMO: -4; Pemphigus Ab inh: 102; NSD2 HMT inh: 0; PKA-R2B act: -3

What do the screens show for `O=C(NC(=S)NCc1nc2ccccc2[nH]1)c1ccc(F)cc1`?
MITF act: 27; PKA-R1A act: -4; Arr AP2 block: 19; SR-BI DiI-HDL act: 26; dFosB activator: -12; CDK5 inh: 1.1; SR-BI DiI inh: -26; Mot1-301 SUMO: 16; NSD2 HMT inh: 2; PKA-R2B act: 3

How did CN(CC(=O)Nc1ccc(F)c(F)c1F)C(=O)CC1OC(=O)c2ccccc21 (configuration not stated) do in these assays?
MITF act: -14; PKA-R1A act: -4; Arr AP2 block: 22; SR-BI DiI-HDL act: -10; dFosB activator: -2; CDK5 inh: 0.0; SR-BI DiI inh: 10; Mot1-301 SUMO: 208; Pemphigus Ab inh: 105; NSD2 HMT inh: 6; PKA-R2B act: -4

Three entries picked at random from the list so far, as already listed:
How did CN(CC(=O)Nc1ccc(F)c(F)c1F)C(=O)CC1OC(=O)c2ccccc21 (configuration not stated) do in these assays?
MITF act: -14; PKA-R1A act: -4; Arr AP2 block: 22; SR-BI DiI-HDL act: -10; dFosB activator: -2; CDK5 inh: 0.0; SR-BI DiI inh: 10; Mot1-301 SUMO: 208; Pemphigus Ab inh: 105; NSD2 HMT inh: 6; PKA-R2B act: -4

Results for CC1(CC(=O)N/N=C/c2ccc(-c3ccc(Cl)cc3)o2)OCCO1 ?
MITF act: 27; PKA-R1A act: 2; Arr AP2 block: 49; SR-BI DiI-HDL act: -8; dFosB activator: 10; CDK5 inh: 0.1; SR-BI DiI inh: 8; Mot1-301 SUMO: 39; Pemphigus Ab inh: 99; NSD2 HMT inh: 1; PKA-R2B act: 0

Results for O=C1NCCN1Cc1ccccc1 ?
MITF act: 3; PKA-R1A act: 4; Arr AP2 block: 24; SR-BI DiI-HDL act: 41; dFosB activator: 5; CDK5 inh: -0.7; SR-BI DiI inh: -41; Mot1-301 SUMO: -1; Pemphigus Ab inh: 99; NSD2 HMT inh: 6; PKA-R2B act: 7

The list continues:
What do the screens show for `CC1=C(C(=O)OCc2ccccc2)C(c2ccco2)n2ncnc2N1` (configuration not stated)?
MITF act: -3; PKA-R1A act: 1; Arr AP2 block: 6; SR-BI DiI-HDL act: -16; dFosB activator: 0; CDK5 inh: 0.8; SR-BI DiI inh: 16; Mot1-301 SUMO: 177; Pemphigus Ab inh: 111; PKA-R2B act: -1

What do the screens show for `Cn1c(SCC(=O)NCc2ccccc2)nnc1C1CC1`?
MITF act: -13; PKA-R1A act: -2; Arr AP2 block: 17; SR-BI DiI-HDL act: 36; dFosB activator: 1; CDK5 inh: -0.3; SR-BI DiI inh: -36; Pemphigus Ab inh: 97; NSD2 HMT inh: -4; PKA-R2B act: -3

How did COCCn1c(-c2ccc(OC)cc2)cnc1SCC(=O)Nc1cccc2ccccc12 do in these assays?
PKA-R1A act: -6; Arr AP2 block: -33; SR-BI DiI-HDL act: -10; dFosB activator: -7; CDK5 inh: 0.7; SR-BI DiI inh: 10; Mot1-301 SUMO: -1; Pemphigus Ab inh: 94; NSD2 HMT inh: 16; PKA-R2B act: 0

Results for O=C(COC(=O)/C=C/c1cccc(C(F)(F)F)c1)Nc1cccc2ccccc12 ?
MITF act: 11; PKA-R1A act: -3; Arr AP2 block: 91*; SR-BI DiI-HDL act: 49; dFosB activator: 5; CDK5 inh: 0.8; SR-BI DiI inh: -49; Mot1-301 SUMO: 34; Pemphigus Ab inh: 96; NSD2 HMT inh: -1; PKA-R2B act: -1

How did CC1(C)Cc2cccc(OCC(=O)OCC(=O)Nc3ccc(C(N)=O)cc3)c2O1 do in these assays?
MITF act: -2; PKA-R1A act: -14; Arr AP2 block: 30; SR-BI DiI-HDL act: -2; dFosB activator: 4; CDK5 inh: 0.1; SR-BI DiI inh: 2; Mot1-301 SUMO: 16; Pemphigus Ab inh: 105; NSD2 HMT inh: 0; PKA-R2B act: -11

What do the screens show for `O=C(NCc1ccco1)c1ccc(Cn2cc([N+](=O)[O-])cn2)o1`?
MITF act: 8; PKA-R1A act: -4; Arr AP2 block: 10; SR-BI DiI-HDL act: -3; dFosB activator: -1; CDK5 inh: 7.7; SR-BI DiI inh: 3; Mot1-301 SUMO: 5; Pemphigus Ab inh: 105; NSD2 HMT inh: 3; PKA-R2B act: -2

What do the screens show for `Cc1cccc(SCC(=O)Nc2ccccc2[N+](=O)[O-])c1`?
MITF act: 16; PKA-R1A act: -2; Arr AP2 block: 0; SR-BI DiI-HDL act: -10; dFosB activator: -8; CDK5 inh: 0.7; SR-BI DiI inh: 10; Mot1-301 SUMO: -4; Pemphigus Ab inh: 96; PKA-R2B act: -15

How did Cc1nn(-c2ccc(C(=O)N3CCN(S(=O)(=O)c4ccccc4C(F)(F)F)CC3)cc2)c(C)c1Cl do in these assays?
MITF act: -2; PKA-R1A act: -8; Arr AP2 block: -3; SR-BI DiI-HDL act: -60; dFosB activator: -6; CDK5 inh: 1.3; SR-BI DiI inh: 60; Mot1-301 SUMO: 8; NSD2 HMT inh: -2; PKA-R2B act: -10

How did Cn1c(=O)oc2cc(S(=O)(=O)N3CCN(c4ccccc4)CC3)ccc21 do in these assays?
PKA-R1A act: -4; Arr AP2 block: 7; SR-BI DiI-HDL act: 5; dFosB activator: 5; CDK5 inh: -0.1; SR-BI DiI inh: -5; Mot1-301 SUMO: 8; Pemphigus Ab inh: 119; NSD2 HMT inh: -1; PKA-R2B act: -11

Results for Cc1cccc2sc(N(CCCN(C)C)C(=O)c3ccc4ncsc4c3)nc12 ?
MITF act: 34; PKA-R1A act: 4; Arr AP2 block: -2; SR-BI DiI-HDL act: -6; dFosB activator: -3; CDK5 inh: 0.3; SR-BI DiI inh: 6; Mot1-301 SUMO: -6; Pemphigus Ab inh: 103; NSD2 HMT inh: 19; PKA-R2B act: -10

How did COC(=O)COc1ccc(NS(=O)(=O)c2cccc([N+](=O)[O-])c2)cc1 do in these assays?
MITF act: -2; PKA-R1A act: 0; Arr AP2 block: 2; SR-BI DiI-HDL act: 2; dFosB activator: -1; CDK5 inh: -0.5; SR-BI DiI inh: -2; Mot1-301 SUMO: -1; Pemphigus Ab inh: 107; NSD2 HMT inh: -6; PKA-R2B act: -18

What do the screens show for `COc1ccc(-c2c(C(C)=O)c(C)nc3sc4c(=O)n(-c5ccc(C)cc5)nnc4c23)cc1`?
MITF act: -14; PKA-R1A act: 9; Arr AP2 block: -4; SR-BI DiI-HDL act: 11; dFosB activator: -4; CDK5 inh: 0.5; SR-BI DiI inh: -11; Mot1-301 SUMO: -19; Pemphigus Ab inh: 107; NSD2 HMT inh: -1; PKA-R2B act: -4

How did CCOC(=O)c1c(S(=O)(=O)N2CCCC(C(=O)Nc3ncccc3C)C2)c(C)n(C)c1C (configuration not stated) do in these assays?
MITF act: 3; PKA-R1A act: -7; Arr AP2 block: -14; SR-BI DiI-HDL act: 9; dFosB activator: 6; SR-BI DiI inh: -9; Mot1-301 SUMO: 6; Pemphigus Ab inh: 101; NSD2 HMT inh: -1; PKA-R2B act: -21

Results for O=c1c2nnn(Cc3ccc(Cl)cc3)c2ncn1Cc1ccc(F)cc1 ?
MITF act: -1; PKA-R1A act: -2; Arr AP2 block: -3; SR-BI DiI-HDL act: -13; dFosB activator: -13; CDK5 inh: -1.2; SR-BI DiI inh: 13; Mot1-301 SUMO: -9; NSD2 HMT inh: -6; PKA-R2B act: 14

Compound activity from PubChem.
